APP 5'UTR act = activators of APP 5'UTR luciferase reporter, primary screen, SH-SY5Y cells; SH-SY5Y APP 5'UTR luciferase reporter, luminescence; zero percent = DMSO vehicle wells; activation, % at 2 µM; 190,000 tested, 1% active;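 active means activation above a set limit, based on mean plus 3 SD of controls, cut at about 140% in these data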; further: values of inactives mirror those of a sister screen read the other way
FLuc act counter = FLuc activators, initial screening, artefact control for FLuc-dependent activation tests, biochemical, ATPlite luminescence; Luciferin 4-monooxygenase (Photinus pyralis), P08659; ATPlite luciferase biochemical, 10 min; 0 = ATP-free wells, 1 = DMSO control; activation factor at 10 µM; 200,000 tested, under 10 active; AID 1027, 2008;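 active means luciferase activation factor, scaled between plate controls, of at least 2 with compound at 10 µM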
Target sequence (P08659 whole entry, looked up): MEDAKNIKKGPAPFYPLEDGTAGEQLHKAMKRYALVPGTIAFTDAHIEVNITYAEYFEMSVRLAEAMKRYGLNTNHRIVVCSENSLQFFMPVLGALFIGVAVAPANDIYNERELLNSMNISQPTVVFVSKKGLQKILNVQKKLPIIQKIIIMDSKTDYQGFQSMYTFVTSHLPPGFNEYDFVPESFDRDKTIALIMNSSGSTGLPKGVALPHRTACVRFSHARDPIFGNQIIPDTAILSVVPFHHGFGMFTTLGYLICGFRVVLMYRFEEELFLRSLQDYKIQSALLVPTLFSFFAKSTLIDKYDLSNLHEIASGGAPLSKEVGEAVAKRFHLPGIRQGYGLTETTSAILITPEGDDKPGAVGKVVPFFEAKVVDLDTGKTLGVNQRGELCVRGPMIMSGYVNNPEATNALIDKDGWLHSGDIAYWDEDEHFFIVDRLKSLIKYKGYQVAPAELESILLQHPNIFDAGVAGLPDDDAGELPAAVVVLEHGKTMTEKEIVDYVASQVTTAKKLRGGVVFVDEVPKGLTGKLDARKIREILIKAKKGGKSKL
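System: luciferase plus luciferin reagent, cell-free; medium: PBS as buffer for the ATP substrate; dosing: test compounds dosed from 2 mM stocks in 100% DMSO; timing: 10 min post-reagent at room temperature; measured by: luminescence measurement of luciferase light output; evaluation: luciferase activation, seen as luminescence increase over controls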
APP 5UTR inh = inhibitors of APP translation via 5'UTR reporter, primary screen, APP 5'UTR luciferase, SH-SY5Y cells; SH-SY5Y APP 5'UTR-luciferase reporter, luminescence; inhibition, % at 2 µM; 190,000 tested, 0.82% active;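 active means inhibition above a set limit, derived from the sample mean plus 3 SD, cut at about 45% in these data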; further: values of inactives mirror those of a sister screen read the other way
Hsp70 act = Hsp70 transcriptional activators, primary screen, cell-based, HeLa, Hsp70 promoter luciferase, luminescence, 10 µM; HeLa Hsp70 promoter luciferase reporter; scaled: vehicle 0, proteasome-inhibitor control 100%; activation, % at 10 µM; 200,000 tested, 0.04% active;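 active means activation above the mean across all tested compounds plus 3 SD, cutoff set per campaign, cut at about 5.5% in these data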;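 further: 100% = MG132 at 30 µM as the positive control and 0% = DMSO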
HMGR II inh = inhibitors of E. faecalis class II HMGR, primary screen, biochemical, Enterococcus faecalis. HMG-CoA reductase (Enterococcus faecalis, mvaE). purified E. faecalis HMGR, NADPH absorbance 340 nm kinetic. inhibition, % at 10 µM. 190,000 tested, 0.41% active;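 active means inhibition above a set limit, the median over all tested compounds plus 3 SD, cut at about 9.5% in these data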;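 further: enzyme runs in reverse so mevalonate oxidation gives rising NADPH absorbance; 0% = complete reaction with DMSO and 100% = background rate lacking mevalonate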
G6PDH counter = L. mesenteroides G6PDH inhibitors, counter-screen for G6PDH-coupled screening assays, biochemical, Leuconostoc mesenteroides enzyme; Purified L. mesenteroides G6PDH, diaphorase/resazurin coupled fluorescence, 45 min; inhibition, % at 5 µM; 200,000 tested, 0.12% active; AID 1020, 2008; in the data active means inhibition above about 50%
STAT1 activator = STAT1 signaling activators, primary screen, cell-based, HTS, luciferase reporter. NIH 3T3 STAT1-luciferase reporter, IFN-gamma, luminescence; 100% = IFN-gamma alone, no compound. activation (% of control), % at 5.5 µM. 200,000 tested, 2.6% active. AID 932, 2007;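 active means activation above the screen-wide mean activation plus 3 SD, cut at about 130% in these data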;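 further: raw ratio to IFN-gamma control signal so 100% means no change and 0% no light; values of inactives mirror those of a sister screen read the other way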
FLuc inh counter = firefly luciferase enzyme inhibitors, primary screen, artefact control for luciferase-based inhibitor screens, biochemical, luminescence, ATPLite. 10 min. 200,000 tested, 1.5% active. inhibition, % at 10 µM. AID 1006, 2008. Luciferin 4-monooxygenase (Photinus pyralis), P08659;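 active means inhibition above about 50% when tested at 10 µM, limit read from the data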
Redox H2O2 prof = compounds producing H2O2 with reducing agent – biochemical, NIH compound library profiling, artefact control for MLSCN library redox annotation, primary screen; DTT-dependent redox cycling H2O2, phenol red/HRP absorbance; 100% = 100 µM peroxide control, 0% = buffer; activation, % at 10 µM; 200,000 tested, 0.03% active; AID 878, 2007;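 active means activation of at least 50% relative to the plate's high and low controls in the primary single-dose screen; inactive means activation below 50%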;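 further: compound incubated with DTT at 0.8 mM final as the reducing agent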
NF-kB expr up = activators of NF-kB expression in neurons, primary screen, cell-based, HTS; human neuronal cells, NF-kB reporter expression; active compounds read high; fold change at 12.5 µM; 190,000 tested, 1.6% active; AID 1239, 2008; in the data active means fold change above about 3.3
* marks the source's active call; other numbers are inactive results. Random draw from the library. Share with any hit: about 5.3%.

SMILES | APP 5'UTR act | FLuc act counter | APP 5UTR inh | Hsp70 act | HMGR II inh | G6PDH counter | STAT1 activator | FLuc inh counter | Redox H2O2 prof | NF-kB expr up
COc1ccccc1C(=O)NCCn1cc(SCC(=O)NCc2ccco2)c2ccccc21 | -5 | 1.1 | 5 | -0.3 | -4 | -1 | 96 | -7 | -0.8 | 0.85
CS(=O)(=O)N(CC(=O)N1CCN(c2ccccc2)CC1)c1cc(C(F)(F)F)ccc1Cl | -7 | 1 | 7 | 0.0 | -6 | 4 | 93 | -3 | -0.2 | 1
Cc1ccc(-c2cc(C(=O)N(C)Cc3cnn(C)c3C)c3cc(Br)ccc3n2)cc1 | 8 | 0.9 | -8 | -0.3 | 3 | -24 | 109 | 8 | 0.4 | 0.31
COc1ccccc1C(=O)O/N=C1/CCCc2c1ccc(OC)c2[N+](=O)[O-] | 6 | 1.1 | -6 | 0.1 | 2 | 9 | 94 | -6 | -0.2 | 1.1
Cc1cc(NC(=O)/C(C#N)=C/c2ccco2)n(-c2ccccc2)n1 | 2 | 1.1 | -2 | 0.0 | 3 | -4 | 100 | -11 | 0.3 | 1.1
COc1ccccc1C1CC(=O)NC(C)=C1C(=O)OCC1CCCO1 (configuration not stated) | 12 | 1.1 | -12 | -0.1 | -11 | 3 | 93 | -6 | 1.0 | 1.3
CCCC(=O)C1=C(O)C(C(=O)OC)C(C)(C)CC1=NCCc1ccc(OC)c(OC)c1 (configuration not stated) | -10 | 1 | 10 | -0.1 | -8 | 22 | 99 | 3 | -0.4 | 1.6
CC(Nc1oc(-c2ccco2)nc1C#N)c1ccccc1 (configuration not stated) | 0 | 1.1 | 0 | -0.2 | -5 | 4 | 96 | -6 | -0.5 | 1.5
c1cnc(N2CCSCC2)nc1 | 12 | 1 | -12 | -0.2 | -3 | 0 | 97 | -5 | -0.7 | 1.1
Clc1ccc2oc(-c3cccnc3)nc2c1 | 45 | 0.9 | -45 | -0.1 | -2 | 6 | 124 | 8 | 1.8 | 2.1
CSc1nn(-c2ccc(C(=O)OC(C(=O)NC(N)=O)C(C)C)cc2)c(=S)s1 (configuration not stated) | -31 | 1 | 31 | -0.1 | 2 | 14 | 97 | -2 | -1.6 | 1.2
O=C(COC(=O)C1CCN(S(=O)(=O)c2cccs2)CC1)c1ccc2c(c1)OCCO2 | 12 | 1 | -12 | 0.1 | 0 | 7 | 92 | -1 | 0.0 | 0.94
CCOC(=O)c1c(-c2ccccc2)nnn1-c1nc(OC)nc(N2CCOCC2)n1 | -1 | 1 | 1 | -0.5 | -1 | 10 | 90 | -3 | 1.7 | 1
Cc1cc(=O)oc2cc(OCC(=O)OCC(=O)NCCc3ccccc3)ccc12 | 3 | 1 | -3 | 0.0 | -7 | -5 | 106 | -5 | -0.2 | 0.97
COc1ccccc1NS(=O)(=O)c1cc(N2Cc3ccccc3C2=N)ccc1N1CCOCC1 | 1 | 1 | -1 | -0.4 | 4 | 2 | 96 | -4 | -0.6 | 0.87
N/C(=N\OC(=O)Cc1ccccc1)c1ccccn1 | 47 | 0.9 | -47 | 0.8 | -3 | -3 | 115 | 12 | -2.6 | 1.7
O=C(c1ccccc1)c1c[nH]c2cc3c(cc2c1=O)OCCO3 | 38 | 0.9 | -38 | -0.1 | 1 | -1 | 109 | 13 | 1.9 | 1.9
CC(=O)c1cccc(NC(=O)NNC(=O)c2ccc(Cl)cc2Cl)c1 | 7 | 1 | -7 | -0.1 | -1 | 3 | 97 | 3 | 0.4 | 1.1
COc1ccc2[nH]c3nc(SCC(=O)NNC(=O)c4ccc(OC)c(OC)c4)nnc3c2c1 | 6 | 1 | -6 | -0.5 | -6 | -2 | 107 | -2 | -4.3 | 1
CCOC(=O)C1(Cc2ccc(OC)cc2)CCN(C(=O)CCN2CCCC2=O)CC1 | 22 | 1 | -22 | -0.3 | 1 | 10 | 112 | -2 | -1.2 | 1
O=C(NNS(=O)(=O)c1ccccc1[N+](=O)[O-])c1ccc(O)cc1 | 0 | 1 | 0 | -0.1 | 1 | 4 | 103 | -3 | 0.1 | 0.92
O=C(NCCCN1CCN(CCCNC(=O)c2ccccc2F)CC1)c1ccccc1F | -15 | 1.1 | 15 | -0.5 | -1 | 2 | 101 | -5 | 2.0 | 0.96
O=C(CCCn1c(=O)[nH]c2ccccc2c1=O)NCCSCc1ccccc1 | -5 | 1.1 | 5 | 0.5 | -3 | 2 | 93 | -8 | -0.6 | 1.2
COC(=O)c1cc(NC(=O)C2CCCN(S(=O)(=O)c3c(C)n[nH]c3C)C2)cc(C(=O)OC)c1 (configuration not stated) | 10 | 1.1 | -10 | 0.0 | 2 | -10 | 94 | -5 | -0.4 | 1.4
NC(=S)NN=C1C2CC3CC(C2)CC1C3 | -5 | 1.1 | 5 | 0.2 | -6 | 6 | 109 | -6 | 0.4 | 1.3
O=C(c1ccccc1)c1ccccc1N/C=C/c1nnnn1-c1ccccc1 | 10 | 1 | -10 | -0.2 | 2 | 2 | 93 | -4 | -6.0 | 0.95
O=C(/C=C/c1ccccc1Cl)NNC(=O)c1cccs1 | 28 | 1 | -28 | -0.2 | -3 | 5 | 98 | 2 | -0.6 | 0.95
COc1ccc(CCNC(=S)Nc2ccc(OC)cc2)cc1 | -10 | 1 | 10 | 0.0 | -2 | 1 | 98 | -3 | 0.5 | 1.1
COc1ccc(/C=C2\SC(=O)N(CCNC(=O)C3CC(=O)N(c4ccccc4)C3)C2=O)cc1 (configuration not stated) | 10 | 0.9 | -10 | 0.2 | -4 | 5 | 112 | 10 | 2.9 | 1.3
O=C(O)C1CCCN1S(=O)(=O)c1ccc(Cl)c(Cl)c1 (configuration not stated) | 3 | 1.1 | -3 | -0.1 | -3 | 6 | 92 | -7 | -2.0 | 0.98
COc1ccc(N2CCN(C(=O)Cn3cnc4c(cnn4-c4ccc(C)cc4)c3=O)CC2)cc1 | -10 | 1 | 10 | -0.1 | -4 | -1 | 103 | -5 | -0.7 | 1.1
NC(=O)CSc1nccn1Cc1ccc2c(c1)OCO2 | -8 | 1 | 8 | -0.5 | -4 | 4 | 97 | -3 | -0.1 | 0.94
Cc1cc(=O)oc2cc(OCC(=O)OCC(=O)Nc3ccccc3F)ccc12 | 2 | 1 | -2 | -0.2 | 1 | 2 | 102 | -2 | 0.0 | 1.2
Cc1nc2ncnn2c(N2CCCC(C(=O)Nc3ccc4c(c3)CCC4)C2)c1C (configuration not stated) | -12 | 1 | 12 | -0.1 | -6 | 5 | 87 | -1 | -0.7 | 0.42
COc1ccc(-c2nn(-c3ccccc3)cc2/C=N/NC(=O)c2ccc3c(c2)OCO3)cc1 | 14 | 1.1 | -14 | -0.1 | -6 | 3 | 110 | -10 | -3.5 | 0.56
O=C(NC1CCCCCC1)c1ccc(OCC2CCCO2)cc1 (configuration not stated) | 119 | 0.6 | -119 | -0.3 | 6 | 8 | 119 | 40 | -0.3 | 2.9
CCn1c(SCC(=O)C(C)(C)C)nnc1-c1cnccn1 | 11 | 1 | -11 | -0.3 | -3 | 2 | 97 | -2 | 0.2 | 1.1
FC(F)(F)COc1nc(OCC(F)(F)F)nc(N2CCN(c3ccccc3)CC2)n1 | 0 | 1 | 0 | 0.0 | -1 | 1 | 102 | -4 | 0.7 | 1.1
CC/C(=N\NC(=O)c1c(-c2ccccc2)noc1C)c1ccc(C)o1 | 4 | 1 | -4 | -0.2 | -5 | 1 | 92 | 1 | 5.3 | 1.1
Clc1cccc(-c2cc3nc4c(c(N5CCOCC5)n3n2)CCCC4)c1 | 25 | 1 | -25 | -0.3 | -2 | 14 | 114 | 0 | -0.3 | 0.43
Cc1ccc(-n2c(Cc3cccs3)nnc2SCC(=O)Nc2ccc(F)c(F)c2)cc1 | -15 | 1.1 | 15 | -0.1 | -3 | 1 | 93 | -10 | -0.3 | 0.98
O=C(CN1C(=O)CCS(=O)(=O)c2ccccc21)NCc1ccc2c(c1)OCO2 | 6 | 1.1 | -6 | -0.3 | 0 | 11 | 99 | -13 | -3.3 | 1.3
Clc1cccc2sc(N3CCN(c4ccccc4)CC3)nc12 | 8 | 1 | -8 | -0.5 | -2 | 7 | 112 | -3 | 2.0 | 1.4
CCOC(=O)c1cc2c(C(F)(F)F)cc(-c3cccnc3)nc2o1 | -3 | 1 | 3 | -0.5 | 3 | 3 | 98 | 0 | 1.2 | 1
COCC(=O)Nc1cc(Cl)ccc1C(F)(F)F | 0 | 1 | 0 | -0.2 | -5 | 15 | 99 | -2 | -0.7 | 0.99
C=CCNC(=O)c1onc(CSc2ccc(F)cc2)c1C(=O)NCCOC | 6 | 1.1 | -6 | -0.1 | -3 | 4 | 85 | -8 | -5.2 | 1.2
COc1cc(NC(=O)C2CCCN2C(=O)C2CCC(C)CC2)cc(OC)c1OC (configuration not stated) | -8 | 0.9 | 8 | 0.1 | -2 | 36 | 104 | 5 | -0.5 | 1.1
Cc1ccc(S(=O)(=O)NCCCCCC(=O)N(C)C)cc1 | 7 | 0.9 | -7 | 0.2 | -19 | -4 | 100 | 6 | -0.7 | 1.2
COc1ccccc1C(=O)N/C(=C\c1ccc(Br)cc1)C(=O)NCCO | 16 | 1.1 | -16 | -0.3 | 3 | -16 | 102 | -8 | -8.1 | 1.1
COc1ccc(CNC(=O)c2ccc3nccnc3c2)cc1 | 2 | 1 | -2 | -0.4 | -2 | 6 | 102 | -2 | 1.4 | 2
Cc1cc(NC(=O)c2ccc(S(=O)(=O)N(C)C)cc2)n(-c2ccccn2)n1 | 10 | 1 | -10 | -0.4 | 5 | 6 | 107 | -2 | 1.6 | 0.81
CC(=O)c1cc2c(cc1NC(=O)CCc1ccccc1)OCO2 | -2 | 1 | 2 | 0.0 | -9 | 3 | 108 | 0 | 0.1 | 1.4
COCCn1nnnc1C(c1cc2cccc(C)c2[nH]c1=O)N1CCN(c2ccccc2F)CC1 (configuration not stated) | 2 | 1.1 | -2 | -0.1 | -2 | 11 | 98 | -7 | -0.8 | 1.2

Full records as entered above. Values in the order: APP 5'UTR act | FLuc act counter | APP 5UTR inh | Hsp70 act | HMGR II inh | G6PDH counter | STAT1 activator | FLuc inh counter | Redox H2O2 prof | NF-kB expr up
`COc1ccccc1C1CC(=O)NC(C)=C1C(=O)OCC1CCCO1` (configuration not stated) across the screens: 12 | 1.1 | -12 | -0.1 | -11 | 3 | 93 | -6 | 1.0 | 1.3
`CCOC(=O)c1cc2c(C(F)(F)F)cc(-c3cccnc3)nc2o1` across the screens: -3 | 1 | 3 | -0.5 | 3 | 3 | 98 | 0 | 1.2 | 1
`CCOC(=O)C1(Cc2ccc(OC)cc2)CCN(C(=O)CCN2CCCC2=O)CC1` across the screens: 22 | 1 | -22 | -0.3 | 1 | 10 | 112 | -2 | -1.2 | 1

Assay outcomes (PubChem)
